OX1R antag = blocks the human orexin 1 receptor | OX1R-expressing cells, FRET antagonist read-out | inhibition, % at 6.6 µM | 330,000 compounds, 1.8% hits; in the data active = inhibition mostly above about 38%, no sharp cut-off; inactive = mostly below about 40%;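 note: 0% = agonist challenge alone and 100% = reference antagonist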
Target sequence (O43613 whole entry, looked up): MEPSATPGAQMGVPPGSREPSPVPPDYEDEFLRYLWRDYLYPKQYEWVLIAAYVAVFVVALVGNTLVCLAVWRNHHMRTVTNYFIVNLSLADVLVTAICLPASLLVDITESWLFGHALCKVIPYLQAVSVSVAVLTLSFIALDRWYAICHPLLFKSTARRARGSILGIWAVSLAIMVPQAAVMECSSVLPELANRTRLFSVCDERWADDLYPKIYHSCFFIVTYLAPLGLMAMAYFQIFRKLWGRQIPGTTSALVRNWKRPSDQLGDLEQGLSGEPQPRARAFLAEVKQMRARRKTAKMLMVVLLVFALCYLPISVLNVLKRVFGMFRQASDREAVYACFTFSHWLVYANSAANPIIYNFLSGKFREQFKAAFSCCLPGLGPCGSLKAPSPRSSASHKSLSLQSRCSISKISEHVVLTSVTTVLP
STK33 kinase inh = inhibitors of human STK33 kinase; Q9BYT3; purified STK33, MBP phosphorylation, ADP-Glo luminescence; inhibition, % at 10 µM; 320,000 compounds, 0.073% hits; AID 2661;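 active = inhibition at or above 25%, using the most active replicate where run in duplicate; inactive = inhibition below 25%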
Target sequence (Q9BYT3 whole entry, looked up): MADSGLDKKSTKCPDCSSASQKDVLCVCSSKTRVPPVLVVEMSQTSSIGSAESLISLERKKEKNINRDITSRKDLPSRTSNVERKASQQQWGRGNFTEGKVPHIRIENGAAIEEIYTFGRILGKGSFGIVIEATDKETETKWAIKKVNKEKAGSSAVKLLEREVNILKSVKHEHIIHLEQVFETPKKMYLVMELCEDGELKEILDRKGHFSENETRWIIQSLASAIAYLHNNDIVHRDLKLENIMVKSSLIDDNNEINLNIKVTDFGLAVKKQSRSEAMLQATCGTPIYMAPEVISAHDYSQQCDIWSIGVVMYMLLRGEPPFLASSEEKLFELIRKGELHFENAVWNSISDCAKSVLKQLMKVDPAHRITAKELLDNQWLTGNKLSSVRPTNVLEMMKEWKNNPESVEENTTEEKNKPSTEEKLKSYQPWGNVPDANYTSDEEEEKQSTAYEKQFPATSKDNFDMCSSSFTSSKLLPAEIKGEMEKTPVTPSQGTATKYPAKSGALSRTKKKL
Numbers without * were called inactive; / = not tested or not shown.

SMILES	OX1R antag	STK33 kinase inh
CCc1ccc(-c2nc(CSCC(=O)NC3CC3)c(C)o2)cc1	4	-1.3
CSCCC(=O)N1CC[C@@H](N2CCN(c3ccccc3F)CC2)[C@H](O)C1	10	-0.7
Cc1ccc(S(=O)(=O)N2CCCC(C(=O)NCC(C)C)C2)cc1 (stereo not drawn)	1	-0.7
COc1ccc(OC)c(-n2c(-c3cccc(S(=O)(=O)N(C)C)c3)n[nH]c2=S)c1	10	-1.9
O=C(Cc1cccs1)N/N=C/C(Cl)=C/c1ccccc1	23	-2.8
COC(=O)c1ccc(CN2CCN(C3CCCC3)C(CCO)C2)cc1 (stereo not drawn)	15	-0.5
CCOc1ccc2ccccc2c1/C=N\NC(=O)c1ccc([N+](=O)[O-])cc1	-10	-0.4
C/C(=N\NC(=O)c1cc(C)oc1C)c1ccc2ccccc2c1	20	1.1
Cc1ccc(CNCc2cc(Cl)ccc2O)cc1	20	-0.4
CC(=O)Nc1ccc(N2C(=O)C3C4C=CC(CC4)C3C2=O)cc1 (stereo not drawn)	/	-0.9
C=CCn1c(C(C)NC(=O)C(C)(C)C)nc2ccccc21 (stereo not drawn)	22	0.2
O=C(COC(=O)c1cc([N+](=O)[O-])ccc1N1CCOCC1)NC1CCS(=O)(=O)C1 (stereo not drawn)	21	-0.1
CCN1CCN(Cc2nnc(-c3ccccc3)o2)CC1	5	-1.9
O=C1OC(CO)CN1Cc1ccccc1 (stereo not drawn)	-10	-1.7
Cn1c2c(c(=O)[nH]c1=O)C(c1ccc(O)cc1)C1=C(N2)c2ccccc2C1=O (stereo not drawn)	34	2.0
O=C(CN1CCSCC1)N/N=C/c1ccc(F)cc1F	3	-0.8
COc1ccc(CCN2CCCC(CN(C)C(=O)c3ccoc3)C2)cc1 (stereo not drawn)	/	-1.8
O=c1oc2c(Cl)cc(Cl)cc2cc1-c1nnc(Nc2ccccc2F)s1	10	-0.7
CCCc1[nH]nc2c1C(c1c(C)nn(-c3ccccc3)c1Cl)C(C#N)=C(N)O2 (stereo not drawn)	21	0.7
O=C(NC1CC1)c1c(O)c2ccccc2[nH]c1=O	/	-1.2
CCC(=O)c1ccc(OCC(=O)Nc2cc(S(=O)(=O)N3CCCCC3)ccc2N2CCN(CC)CC2)cc1	16	-0.7
O=C(NC1CCCCC1)C(=S)N1CCCC1	19	0.6
O=C(c1ccc(Cl)cc1Cl)c1ncc(C(F)(F)F)cc1Cl	1	-1.5
COc1cccc(-c2cc(C(=O)Nc3cccnc3)no2)c1	44	-1.7
O=C(NC1CCSC1=O)c1ccc(Cl)cc1 (stereo not drawn)	9	-0.5
O=C(NC1CC(=O)N(c2ccc(Cl)cc2)C1)C1CC1 (stereo not drawn)	13	-1.1
C=Cc1ccc2c(c1)N(C)C(=C)S2	8	-0.1
CC(C)c1ccc(CN2CCSCC2)cc1	11	0.4
CCc1ccc(OCc2nnc(SCC(=O)NC3CCCCC3)o2)cc1	16	-3.3
CSc1ccccc1C(=O)Nc1nc2ccccc2c(=O)[nH]1	21	2.7
Cc1ccc(N=C2NC(=O)c3cc([N+](=O)[O-])ccc32)cc1	56*	-1.1
NC(N)=NC(N)=Nc1ccccc1	-2	-1.3
CCCCNC(=O)CNC(=O)c1nn(-c2ccc(OC)cc2)c(=O)c2ccccc12	10	-0.9
O=C(c1ccco1)N1N=C(c2cccs2)CC1c1ccco1 (stereo not drawn)	11	-0.3
Cc1cc(C(F)(F)F)nn1CC(=O)Nc1ccc(Br)c2cccnc12	22	-2.2
Cc1ccc(NC(=O)c2ccc(N3CCCC3=O)cc2)cc1S(=O)(=O)N1CCCCC1	0	-0.4
CCOc1ccc(NC(=O)Nc2cc(C(C)C)c(O)cc2C)cc1	36	0.1
COc1ccc(-n2nc(C(=O)Nc3nc4ccc(OC)cc4s3)c3ccccc3c2=O)c(OC)c1	-2	0.0
O=C(CCN=C1NS(=O)(=O)c2ccccc21)OCC(=O)c1ccccc1Cl	1	-0.2
CCOC(=O)c1c(CN(CC)CC)n(-c2ccccc2)c2ccc(O)cc12	1	0.1
O=C1[C@H]2CC3CCC2(O3)[C@@H]2OCCCN12 (stereo partly drawn)	2	0.3
O=C(/C=C/c1ccc(Cl)c(Cl)c1)NCc1ccco1	1	-0.3
COc1cc2oc(=O)cc(-c3cccc(-c4cccc(C)c4)c3)c2c(OC)c1OC	6	/
COc1ccc(Nc2nc(C(=O)NCc3ccco3)cs2)cc1	6	0.5
CC(=O)c1ccc(N2CCN(C(=S)Nc3ccccc3F)CC2)cc1	14	-1.1

OX1R antag: entries above that show a hit.
SMILES	OX1R antag	STK33 kinase inh
Cc1ccc(N=C2NC(=O)c3cc([N+](=O)[O-])ccc32)cc1	56*	-1.1

The list continues.
SMILES	OX1R antag	STK33 kinase inh
Cc1ccc(OCc2nnc(N)s2)cc1	1	-1.3
O=C(CSc1nnnn1-c1cccnc1)Nc1cccc(Cl)c1	21	-0.3
CCC(=O)NCc1cc(-c2nn(C)c(=O)c3ccccc23)ccc1C	6	-2.8
O=c1cc(CO)oc2ccccc12	5	-0.9
CC(C)(O)C#Cc1ccc(C(=O)NCCc2ccc(S(N)(=O)=O)cc2)cc1	8	-0.6
CN(Cc1ccccc1)C(=O)COc1ccccc1	-6	-1.0
CCCCOC(=O)C1C2C=C[C@]3(CN(CCCOC)C(=O)[C@H]13)O2 (stereo partly drawn)	23	0.9
O=C1Cc2cc(NS(=O)(=O)c3ccc(Cl)cc3)cc3c2N1CCC3	17	0.6
Cc1nc(C)n(CCNS(=O)(=O)c2ccc(C)c(C)c2)n1	10	-2.0
COc1ccc(S(=O)(=O)N2CCCC(C(=O)N3CCOCC3)C2)cc1OC (stereo not drawn)	10	-0.8
Cc1ccc(-n2ccc(=O)c(-c3ccnc(SCc4cccc(Cl)c4)n3)n2)cc1	23	-0.9
CC(=O)c1cccc(N(C(=O)Cn2nnc3ccccc32)C(C(=O)NCC2CCCO2)c2ccc(N3CCOCC3)cc2)c1 (stereo not drawn)	22	-1.4
CSc1ccc(NC(N)=S)cc1	12	-2.1
CC(C)(C)c1ccc(S(=O)(=O)Nc2ccccn2)cc1	6	-2.9
COc1ccccc1NC(=O)Cn1c(=O)oc2ccccc21	2	-1.0
COc1cccc(C(=O)Nc2ccc(Cl)c(C(F)(F)F)c2)c1	64	1.2
COc1ccc(Cn2c(C)nc([N+](=O)[O-])c2SCC(=O)O)cc1[N+](=O)[O-]	25	-0.9
COc1ccc(C)cc1NS(=O)(=O)c1ccc2c(c1)N(C)CCO2	20	-3.3
Cc1cc(=O)oc2cc(OCCSCCN3CCOCC3)ccc12	23	-0.8
CC(=O)c1c(C)nc(-c2ccc(Cl)cc2)nc1NC(=O)C(C)C	10	-1.6
Cn1c(NNC(=O)/C=C/c2ccc3c(c2)OCO3)cc(=O)n(C)c1=O	3	0.1
Cc1noc2ncnc(Oc3ccccc3Cl)c12	25	-3.3
CC(=O)Nc1ccc(S(=O)(=O)N2CCSC2)cc1	15	0.3
CCCCC[C@@H]1C=C(C(=O)O)[C@H](c2ccc(Cl)cc2)N1S(=O)(=O)c1ccc(C)cc1	19	/
Cc1ccnc(NC(=O)Nc2cccc(F)c2)n1	16	-0.6
O=C(COC(=O)/C=C/c1ccccc1)NCc1ccccc1Cl	5	-1.9
O=C(COC(=O)CCC(=O)c1ccc(Cl)cc1)NCCc1ccccc1	24	-1.1
COc1cc(-c2cc(C(=O)Nc3cc(S(=O)(=O)N4CCOCC4)ccc3O)c3ccccc3n2)cc(OC)c1OC	1	-2.0
Cc1ccc(-c2nc(CSCC(=O)N3CCN(C(=O)c4ccco4)CC3)c(C)o2)cc1	19	1.0
Cc1cc(C)cc(NC(=S)NCCCN2CCOCC2)c1	6	-0.3

Among those listed so far, 6 have a furan ring, fused or not:
SMILES	OX1R antag	STK33 kinase inh
C/C(=N\NC(=O)c1cc(C)oc1C)c1ccc2ccccc2c1	20	1.1
COc1ccc(CCN2CCCC(CN(C)C(=O)c3ccoc3)C2)cc1 (stereo not drawn)	/	-1.8
O=C(c1ccco1)N1N=C(c2cccs2)CC1c1ccco1 (stereo not drawn)	11	-0.3
O=C(/C=C/c1ccc(Cl)c(Cl)c1)NCc1ccco1	1	-0.3
COc1ccc(Nc2nc(C(=O)NCc3ccco3)cs2)cc1	6	0.5
Cc1ccc(-c2nc(CSCC(=O)N3CCN(C(=O)c4ccco4)CC3)c(C)o2)cc1	19	1.0

Other results
SMILES	OX1R antag	STK33 kinase inh
CCOc1ccc(N2C(=O)C(c3ccccc3)=C(c3nc4ccccc4s3)C2NC(C)=O)cc1 (stereo not drawn)	9	-1.4
CCOC(=O)c1c(C)[nH]c(C(=O)OC(C)C(=O)NCc2ccccc2)c1C (stereo not drawn)	14	-0.4
CN1CCC(N2CCN(c3cccc(C(F)(F)F)c3)CC2)CC1	5	0.6
COc1ccccc1NS(=O)(=O)c1ccc(C(=O)N2CCCCCCC2)cc1	26*	-0.2
CCCCN(C)C(=O)c1nc2ccccn2c1CNCCCn1ncc2ccccc21	16	0.1
Cc1ccc(-n2nc3ccc(N)cc3n2)cc1	5	0.6
CC[C@@]1(C(=O)OC)N[C@H](CN(C)S(=O)(=O)c2ccc(C(C)(C)C)cc2)[C@@H]2C(=O)N(C)C(=O)[C@@H]21	-1	/
Cc1ccnc(N2CCN(C(=O)CSc3nc4ccccc4nc3N3CCC(C)CC3)CC2)c1	21	/
Cc1cccc(C(=O)c2cn[nH]c2-c2ccc(C)cc2O)c1	4	0.2
CC(=O)OCC(=O)[C@@]12OC(C)(C)O[C@@H]1C[C@H]1[C@@H]3C[C@H](F)C4=CC(=O)C=C[C@]4(C)[C@@]3(F)[C@@H](O)C[C@@]12C	6	-1.8
COc1cccc(NC(=O)Cn2nnc(C(=O)NCc3ccc4c(c3)OCO4)c2N)c1	18	-1.3
CN(C(=O)c1ccc(Br)o1)C1CCS(=O)(=O)C1 (stereo not drawn)	4	-0.5
Cc1cc(=O)oc(C)c1C(=O)OCC(=O)c1ccccc1	10	-3.7
O=C1CCC2CCCCC2(O)O1 (stereo not drawn)	18	-1.7
CCn1c(SCC(=O)Nc2sccc2C(N)=O)nnc1C1CC1	13	/
Fc1cccc2sc(Nc3nc4c(F)cccc4s3)nc12	31	-0.3
O=C(NC(=S)NCC1CCCO1)c1ccc(Cl)cc1 (stereo not drawn)	1	-0.8
Cc1nc2ncnn2c(C)c1CCC(=O)NCCC1=CCCCC1	23	-0.2
COc1ccc(C(=O)C(CCC(CNC(C)(C)C)C(=O)c2ccc(OC)cc2)CNC(C)(C)C)cc1 (stereo not drawn)	7	0.5
Cc1ccc(S(=O)(=O)c2nc(NN(C)C)sc2Cl)cc1	10	0.3
COc1ccc(N(C(=O)CCl)C(C)(C(=O)Nc2c(C)cccc2C)c2ccccn2)cc1 (stereo not drawn)	5	-0.5
CCc1nnc(NC(=O)CSc2nnc(-c3ccccc3NC(=O)c3ccccc3)o2)s1	11	-0.2
O=C(Nc1cccc(C(=O)N2CCCCC2)c1)c1ccc(Cl)cc1	26	-0.6
O=[N+]([O-])c1cccnc1SCc1ccccc1	-3	-0.8
COc1cc(CN2CCCC(C(=O)c3ccc(SC)cc3)C2)cc(Cl)c1O (stereo not drawn)	6	-0.3
Cc1ccc(S(=O)(=O)N2CCCOC2CNC(=O)C(=O)NCc2ccccc2C)cc1 (stereo not drawn)	19	2.2
CCn1c(C)cc(/C=C2\NC(=O)N(Cc3ccccc3)C2=O)c1C	16	0.1
COc1ccc(C(C)=O)cc1COC(=O)c1cc(C)oc1C	23	-0.7
CCNCc1cc2cc(C)ccc2[nH]c1=O	11	0.1
C/C(=N\NC(=O)c1cccc(S(=O)(=O)Nc2ccccc2Cl)c1)c1ccco1	29	-1.0
CCc1ccc(OCC(=O)NNC(=O)CSc2ncnc3sc(C)c(C)c23)cc1	-2	-1.7
CCOc1ccc(NC(=O)NC(=O)N(C)S(=O)(=O)c2ccc(C)cc2)cc1	7	1.2
Cc1ccc(NC(=O)c2ccsc2)cc1NS(C)(=O)=O	7	-0.2
CN(C)c1nc(C(=O)OCCO)nc(N(C)C)n1	-1	-0.1
COCCn1cc(C(=O)NCCN(C)C)c2c3ccccc3n(C)c2c1=O	-7	-0.9
COc1ccccc1OCCCC(=O)NCc1ccco1	11	-0.5
O=C(Nc1ccc(F)cc1F)C1CCCN(c2ncnc3c2nc2n3CCCCC2)C1 (stereo not drawn)	18	-2.9
CCc1cccc(N(C(=O)c2csnn2)C(C(=O)NC2CCCCC2)c2ccncc2)c1 (stereo not drawn)	7	-1.2
Cc1ccc(S(=O)(=O)N[C@@H](Cc2ccccc2)C(=O)N2CCC(C(=O)N[C@@H](CCC(N)=O)C(=O)O)CC2)cc1	17	-0.1
O=C(OCC(O)COC(=O)c1cccnc1)c1cccnc1	-6	-1.0
COc1cccc2cc(C(=O)NCc3ccco3)c(=Nc3ccc(C(=O)O)cc3)oc12	7	-2.5
O=C(CNCc1ccccc1)NCCCN1CCCC1=O	9	1.1
Cc1cc(/C=C2/NC(=O)NC2=O)c(C)n1-c1ccccn1	17	-0.7
CCOC(=O)c1ccc(NC(=O)CSc2nc(=O)n3cccc(C)c3n2)cc1	11	-1.5
CCCNC(=O)C1(CC2CC(c3ccccc3)=NO2)CCN(C(=O)Cc2ccc(F)cc2)CC1 (stereo not drawn)	23	0.1

Some of these compounds in order of SMILES length, largest number first.
SMILES	OX1R antag	STK33 kinase inh
CCOc1ccc(NC(=O)NC(=O)N(C)S(=O)(=O)c2ccc(C)cc2)cc1	7	1.2
COCCn1cc(C(=O)NCCN(C)C)c2c3ccccc3n(C)c2c1=O	-7	-0.9
O=C(OCC(O)COC(=O)c1cccnc1)c1cccnc1	-6	-1.0
COc1ccccc1OCCCC(=O)NCc1ccco1	11	-0.5

Bioassay records from PubChem.
